uPA generation: cell surface uPA generation inhibition. cell surface uPA generation assay, qHTS. Potency, µM (highest dose often 38.3 µM), for the others: top-dose activity change, negative = inhibition, usual class: inhibitors. 0.31% of 330,000 active; active = well fitted inhibition curve with a large enough effect; inconclusive = small, poorly fitted or top-dose-only effect; inactive = no such curve, though single readings can be large or run the other way; tested in mouse RAW 264.7 cells; also: % is scaled to controls: 0 for no effect and ±100 for the full control effect; nearly all actives have a fitted effect of over 55% in size
NPC1 prom act: NPC1 promoter activation. 2.4% of 320,000 active. Huh7 NPC1 promoter luciferase reporter, 24 h. AID 485313. Potency, µM (top dose mostly 9.22 µM), for inactives: at the highest dose activation, hits mostly activators;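 also: % of control where 0% means no effect; nearly all actives have a fitted effect of over 60% in size; reporter is driven by a mutant NPC1 promoter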
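Huh7 cells stably carrying NPC1 promoter–luciferase, plated in Opti-MEM with 10% FBS for 2 h, were exposed to compound in DMSO for 24 h at 37 °C; luciferase reagent was added for 10 min and luminescence read.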
p53 reactivation: restores transcriptional activity of mutant p53. H1299 p53-A138V BP100-luciferase reporter, luminescence, 24 h. Potency, µM (titrated, usually from 92.2 µM), for the others: top-dose activity change, positive = activation, actives largely listed as activators. 0.063% of 320,000 active. AID 504706; also: % of control where 0% means no effect; nearly all actives have a fitted effect of over 45% in size
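H1299 (p53-null), stable ts p53-A138V + BP100-Luc; 1000 cells/well, Opti-MEM/10% FBS; cpd 4 pt, 1:5; 24 h, 37 deg C, 5% CO2; detection reagent 10 min RT; luminescence.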
FLuc counter: counter-screen for miR-21 project: firefly luciferase inhibitors or activators. 6.9% of 360,000 active. purified FLuc, Km substrates, luminescence inhibition. AID 588342. Potency, µM (top dose mostly 57.5 µM), without a hit: at the highest dose activity change, negative = inhibition, most hits filed as inhibitors;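 also: plate controls were vehicle for no effect and reference inhibitor for full effect; nearly all actives have a fitted effect of over 55% in size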
Target sequence (P08659 whole entry, looked up): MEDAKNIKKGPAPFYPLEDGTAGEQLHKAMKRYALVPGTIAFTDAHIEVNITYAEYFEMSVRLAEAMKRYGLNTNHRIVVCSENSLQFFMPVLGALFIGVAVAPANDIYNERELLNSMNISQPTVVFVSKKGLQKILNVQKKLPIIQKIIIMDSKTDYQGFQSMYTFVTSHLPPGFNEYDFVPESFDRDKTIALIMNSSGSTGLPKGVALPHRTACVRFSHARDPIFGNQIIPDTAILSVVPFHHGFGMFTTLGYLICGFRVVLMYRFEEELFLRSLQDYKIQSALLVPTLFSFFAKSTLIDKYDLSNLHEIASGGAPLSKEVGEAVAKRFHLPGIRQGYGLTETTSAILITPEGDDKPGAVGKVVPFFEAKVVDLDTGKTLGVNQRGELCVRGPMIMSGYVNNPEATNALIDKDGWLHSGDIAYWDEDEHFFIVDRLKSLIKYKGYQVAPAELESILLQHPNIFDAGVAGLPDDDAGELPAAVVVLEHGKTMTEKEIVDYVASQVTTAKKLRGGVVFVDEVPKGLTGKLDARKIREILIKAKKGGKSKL
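Purified P. pyralis luciferase (10nM final) with 10uM D-luciferin and 10uM ATP (Km levels) in 50mM Tris acetate pH 7.5, 10mM Mg acetate, 0.01% Tween-20, 0.05% BSA; qHTS 6-point titration, ~60 µM downward; luminescence read.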
VP16 counter: inhibits Gal4-VP16 luciferase reporter, ROR gamma counter-screen | Potency, µM (highest dose often 53.6 µM), inactives show at the top dose activity, negative = inhibition, usual class: inhibitors | 3.5% of 310,000 active | Drosophila S2 Gal4-VP16 UAS-luciferase, luminescence, 20 h | AID 2546;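 also: Gal4-VP16 expression switched on by copper sulfate through the metallothionein promoter; % is scaled to controls: 0 for no effect and ±100 for the full control effect; nearly all actives have a fitted effect of over 50% in size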
Rab9 prom act: Rab9 promoter activation | Huh7 Rab9 promoter-luciferase reporter, luminescence, 24 h | 2.8% of 320,000 active | Potency, µM (titrated, usually from 9.22 µM), for the others: top-dose activation, negative = inhibition, most hits filed as activators; also: % of control where 0% means no effect; nearly all actives have a fitted effect of over 60% in size
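Using Huh7 cells stably transfected with Rab9 promoter–luciferase, compounds were incubated 24 h at 37 °C, 5% CO2; luciferase luminescence was read 10 min after reagent addition.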
BRCA1 expr up: BRCA1 expression activation; MCF7-BRCA1-FFLuc reporter, luminescence, 48 h; response scale: scaled: vehicle 0%, 10 µM genistein 100%; Potency, µM (series often up to 46.1 µM), for the others: top-dose activation, hits mostly activators; 1.1% of 380,000 active; also: nearly all actives have a fitted effect of over 80% in size; some results filed as inactive show a strong effect at the top dose
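Activators of BRCA1 expression were detected as increased firefly luciferase luminescence in engineered MCF7 cells after 48 h compound incubation. Signals were scaled to genistein 10 microM as full activation.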
RORgamma inh: blocks mouse ROR gamma transcriptional activity; Drosophila S2 Gal4-RORgamma UAS-luciferase reporter, 20 h; 5.4% of 310,000 active; Potency, µM (series often up to 53.6 µM), without a hit: at the top dose activity change, negative = inhibition, usual class: inhibitors; also: % is scaled to controls: 0 for no effect and ±100 for the full control effect; nearly all actives have a fitted effect of over 60% in size
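In this cell-based reporter format, copper sulfate (700 uM final) drives Gal4–ROR gamma fusion expression from a metallothionein promoter in Drosophila Schneider cells; compounds preincubated 1 hr, reporter read after 20 hr at ambient temperature.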
MBNL1-CUG inh: inhibitors of human MBNL1 binding to CUG repeat RNA; AID 2675; TR-FRET MBNL1-His/biotin-(CUG)12 binding, 665/545 ratio; 0.036% of 280,000 active; Potency, µM (titrated, usually from 57.5 µM), inactives show at the top dose activity change, negative = inhibition, usual class: inhibitors; Q9NR56; active = well fitted inhibition curve with a large enough effect in the signal ratio, with a control signal flat, not every such curve was filed as active; inconclusive = small, poorly fitted or top-dose-only effect, or effect the other way, or a change in a side signal; inactive = no such curve, though single readings can be large or run the other way; the % refers to the signal ratio; also: % is scaled to controls: 0 for no effect and ±100 for the full control effect
Target sequence (Q9NR56 whole entry, looked up): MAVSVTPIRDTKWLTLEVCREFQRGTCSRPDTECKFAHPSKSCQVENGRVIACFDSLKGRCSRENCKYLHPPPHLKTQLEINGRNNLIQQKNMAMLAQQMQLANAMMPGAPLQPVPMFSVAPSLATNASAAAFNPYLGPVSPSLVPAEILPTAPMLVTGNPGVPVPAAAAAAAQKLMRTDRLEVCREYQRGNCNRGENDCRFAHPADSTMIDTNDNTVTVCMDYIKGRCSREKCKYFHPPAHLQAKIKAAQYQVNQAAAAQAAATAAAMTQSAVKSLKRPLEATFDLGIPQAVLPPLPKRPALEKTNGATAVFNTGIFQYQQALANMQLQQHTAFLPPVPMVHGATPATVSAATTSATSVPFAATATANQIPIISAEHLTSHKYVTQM
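TR-FRET readout: Ex 340 nm, 665/545 nm emission ratio, normalized to buffer-only (basal) and MBNL1-(CUG)12 controls. Complex of MBNL1-His with Biotin-(CUG)12, compounds 92 nM–58 uM, incubated 60 min at room temperature.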
ELG1 genotoxic: induces genotoxicity in HEK293T cells with luciferase-tagged ELG1 | HEK293T ELG1-luciferase reporter, luminescence, 16 h | AID 504466 | Potency, µM (top dose mostly 46 µM), inactives show at the top dose activity change, positive = activation, actives largely listed as activators | 1.3% of 330,000 active; also: % of control where 0% means no effect; nearly all actives have a fitted effect of over 60% in size
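Quantitative HTS format in 1536-well plates. HEK293T ELG1-luciferase reporter cells receive test compound and are incubated 16 hr at 37 °C, 5% CO2; ONE-Glo added, 30 min room temperature, then luminescence read.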
MLL CXXC-DNA inh: blocks binding of human MLL CXXC domain to DNA | Potency, µM (doses to about 115 µM), for inactives: at the top dose activity change, negative = inhibition, actives largely listed as inhibitors | 0.037% of 290,000 active | MLL-CXXC / FITC-HOXA9 DNA fluorescence polarization; active = well fitted inhibition curve with a large enough effect in the polarisation, with a control signal flat, not every such curve was filed as active; inconclusive = small, poorly fitted or top-dose-only effect, or effect the other way, or a change in a side signal; inactive = no such curve, though single readings can be large or run the other way; the % refers to the polarisation
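Fluorescence polarization: 7 uM MLL-CXXC (stock) preincubated 5 min with compounds, then 50 nM fluorescein-HOX-A9 DNA (stock) added; 30 min ambient. Buffer 50 mM Tris-HCl pH 7.5, 50 mM NaCl, 1 mM DTT, 0.05% BSA.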
Numbers without * were called inactive; ? = inconclusive; · = not tested or not shown; [ ] = remark or other dose. Unless noted, calls follow the shape of the dose curve; as a rule, active = well fitted curve in the direction sought with a large enough effect; inconclusive = small, poorly fitted or top-dose-only effect, or another doubt; inactive = no such curve, though single readings can be large; an effect the other way counts as inactive or inconclusive. Potency is read from the fitted curve at half-maximal effect.

SMILES	uPA generation	NPC1 prom act	p53 reactivation	FLuc counter	VP16 counter	Rab9 prom act	BRCA1 expr up	RORgamma inh	MBNL1-CUG inh	ELG1 genotoxic	MLL CXXC-DNA inh
Cc1ccc(NC(=O)CN(c2cc(C)cc(C)c2)S(=O)(=O)c2c(C)noc2C)nc1	3%	-4%	8%	16%	-11%	4%	-11%	-2%	-12%	-7%	7%
C=CCNC(=O)c1cc(-c2ccc3c(c2)OCO3)on1	-10%	0.45µM*	16%	2.1µM*	?	0.56µM*	30%	?	9%	?	1%
O=C(NNC(=O)C1CCCCC1)c1ccncc1	2%	1%	-2%	0%	-6%	-1%	-3%	0%	1%	3%	1%
O=C(O)CNS(=O)(=O)c1c(Cl)cccc1Cl	2%	0%	2%	4%	3%	8%	11%	18%	·	2%	0%
CCOc1ccc(-n2ccnc2)nn1	-4%	1%	1%	-2%	-3%	-2%	14%	0%	-3%	4%	-5%
CCCCN(C(=O)c1nn(C)c(=O)c2ccccc12)c1c(N)n(CC(C)C)c(=O)[nH]c1=O	5%	-5%	2%	4%	·	1%	-2%	·	·	0%	·
O=C(OCC(=O)c1ccc(Cl)s1)c1cnccn1	3%	-5%	-14%	19µM*	3%	8%	-5%	5%	24%	2%	?
CC(C)(C)NC(=O)CSc1ccc(S(=O)(=O)N2CCOCC2)cn1	3%	0%	-8%	3%	·	1%	-8%	·	·	-1%	·
O=[N+]([O-])c1cccc(CSc2nc3ccccc3[nH]2)c1	0%	17%	29%	?	-7%	27%	55%	?	·	7%	5%
O=C(COC(=O)CCC(=O)c1ccccc1)NNC(=O)c1ccc(Cl)cc1	3%	6%	2%	0%	·	-3%	2%	·	·	14%	·
COc1ccccc1NS(=O)(=O)c1cc(NC(=O)c2sc3cc(Cl)ccc3c2Cl)ccc1C	-1%	-10%	-3%	-1%	-4%	-11%	1%	-28%	-4%	12%	-4%
Cc1cccc(N2CCN(C(=O)c3cc4ccccc4oc3=O)CC2)c1C	-1%	5%	2%	-15%	?	4%	-7%	?	8%	25%	7%
COC(=O)CC1COc2ccccc2N1C(=O)c1ccc(C(C)(C)C)cc1 (stereo not given)	-4%	-7%	11%	0%	-11%	3%	5%	5%	-1%	-9%	-3%
COc1ccc(S(=O)(=O)N2CCOCC2)cc1NC(=O)CN1CCC(Cc2ccccc2)CC1	-7%	-2%	-9%	3%	-25%	-4%	-82%	41%	1%	6%	20%
CCOC(=O)Cn1c(=O)oc2cc(S(=O)(=O)N3CCCC(C(=O)OCC)C3)ccc21 (stereo not given)	5%	-3%	-1%	6%	-5%	2%	-4%	36%	0%	-1%	-2%
COc1cc(NS(=O)(=O)c2cn(C)cn2)cc(OC)c1OC	-2%	2%	8%	0%	-2%	-4%	0%	-12%	-3%	0%	11%
CSCc1ccc(C(=O)NCc2ccc(F)cc2)cc1	2%	-3%	3%	?	1%	1%	33%	19%	·	0%	-1%
CCN(C(=O)CSc1nc2cc(S(=O)(=O)N(CC)CC)ccc2o1)C1CCS(=O)(=O)C1 (stereo not given)	3%	1%	-14%	-5%	2%	10%	-9%	13%	-8%	-6%	1%
CCN(C(=O)CCc1nnc2ccc(N3CCC4(CC3)OCCO4)nn12)c1ccccc1	-4%	-3%	-5%	2%	-11%	-10%	13%	-24%	2%	-1%	7%
COc1ccc(OC)c(NC(=O)COC(=O)c2nc(Cl)ccc2Cl)c1	3%	-2%	10%	1%	-11%	-1%	5%	-10%	-4%	0%	15%

A section from the list above:
SMILES	uPA generation	NPC1 prom act	p53 reactivation	FLuc counter	VP16 counter	Rab9 prom act	BRCA1 expr up	RORgamma inh	MBNL1-CUG inh	ELG1 genotoxic	MLL CXXC-DNA inh
CCOC(=O)Cn1c(=O)oc2cc(S(=O)(=O)N3CCCC(C(=O)OCC)C3)ccc21 (stereo not given)	5%	-3%	-1%	6%	-5%	2%	-4%	36%	0%	-1%	-2%
COc1cc(NS(=O)(=O)c2cn(C)cn2)cc(OC)c1OC	-2%	2%	8%	0%	-2%	-4%	0%	-12%	-3%	0%	11%
CSCc1ccc(C(=O)NCc2ccc(F)cc2)cc1	2%	-3%	3%	?	1%	1%	33%	19%	·	0%	-1%
CCN(C(=O)CSc1nc2cc(S(=O)(=O)N(CC)CC)ccc2o1)C1CCS(=O)(=O)C1 (stereo not given)	3%	1%	-14%	-5%	2%	10%	-9%	13%	-8%	-6%	1%
CCN(C(=O)CCc1nnc2ccc(N3CCC4(CC3)OCCO4)nn12)c1ccccc1	-4%	-3%	-5%	2%	-11%	-10%	13%	-24%	2%	-1%	7%
COc1ccc(OC)c(NC(=O)COC(=O)c2nc(Cl)ccc2Cl)c1	3%	-2%	10%	1%	-11%	-1%	5%	-10%	-4%	0%	15%

(more compounds)
SMILES	uPA generation	NPC1 prom act	p53 reactivation	FLuc counter	VP16 counter	Rab9 prom act	BRCA1 expr up	RORgamma inh	MBNL1-CUG inh	ELG1 genotoxic	MLL CXXC-DNA inh
CC(=O)NCCC(=O)Nc1cc(F)ccc1C	1%	0%	-1%	1%	-4%	12%	-3%	3%	2%	1%	2%
O=C(c1ccc(C(F)(F)F)cc1)C1CCCN(C(=O)CCn2cncn2)C1 (stereo not given)	-7%	-4%	11%	-1%	3%	2%	15%	31%	-4%	-4%	-2%
COC(=O)c1ccc(COn2nnc3ccccc32)cc1	2%	1.1µM*	?	6.7µM*	-11%	1µM*	80%	24%	-5%	?	27%
Cc1ccccc1CN1C(=O)c2ccccc2Sc2ccc(C(=O)NCCN3CCOCC3)cc21	-1%	1%	-11%	0%	-6%	0%	-3%	-1%	0%	-3%	14%
Cc1cc(N2CCN(C)CC2)nc2ccc(NC(=O)CCC(=O)NCCCOC(C)C)cc12	0%	-5%	0%	4%	3%	0%	-3%	4%	-2%	2%	?
COc1ccc(S(=O)(=O)NCCCCOc2ccc(Cl)cc2)cc1	?	-8%	5%	-1%	?	-2%[1.84 µM]	-24%	21%	2%	-9%	-6%
CCOc1ccc2nc(NC(NC(C)=O)(C(=O)OC)C(F)(F)F)sc2c1 (stereo not given)	·	0%	6%	-1%	-4%	21%	11%	39%	-15%	0%	3%
CS(=O)(=O)c1ccc(Cl)c(NC(=O)CSc2nc3ccccc3c(=O)n2CCCN2CCOCC2)c1	18%	-5%	-4%	3%	-10%	-7%	-23%	2%	-4%	-1%	6%
O=[N+]([O-])c1ccc2c(c1)C(N1CCOCC1)/C(=C/C1(O)CCCCC1)O2 (stereo not given)	2%	-2%	8%	-4%	-7%	-3%	-14%	-5%	?	-1%	-7%
COc1ccc(CNC(=O)CSc2nnc3c(Cl)cc(C(F)(F)F)cn23)cc1OC	3%	1%	-7%	0%	-15%	-5%	-8%	11%	7%	-2%	13%
COc1ccc(-n2nnnc2-c2nc3ccccc3s2)cc1	-8%	?	·	0.6µM*	?	2.8µM*	57%	13µM*	?	1.5µM*	-6%
CC(=O)NCCC(=O)Nc1cc(S(=O)(=O)N2CCOCC2)ccc1Oc1ccc(F)cc1	-1%	-4%	-8%	4%	·	-6%	-5%	·	·	4%	·
Cc1cccn2c(=O)c(C=O)c(Sc3ncccn3)nc12	·	-1%	5%	2%	-1%	0%	-10%	-43%	?	8%	17%
CC1=C(C(=O)N2CCOCC2)C(c2c(C)cc(C)cc2C)NC(=S)N1 (stereo not given)	1%	-8%	-2%	-2%	-4%	-2%	2%	-23%	-2%	1%	12%
C=CCNC(=O)C(=O)NCCOc1ccccc1Cl	?	-8%	3%	?	-5%	1%	6%	22%	1%	0%	12%
COc1cccc(C=Nc2ccc(N3CCOCC3)cc2)c1O	?	4%	-28%	12µM*	-2%	15%	1%	-37%	90%[activator]	-3%	-16%
CCOC(=O)C1(C(F)(F)F)N=C(c2cccnc2)OC(N2CCCCC2)=N1 (stereo not given)	2%	-3%	-1%	5%	-7%	-6%	-43%	19%	-3%	2%	10%
CN(C)c1ccc(P(=O)(OC2CCCCC2)C(O)c2ccccn2)cc1 (stereo not given)	0%	1%	13%	1%	-4%	-3%	1%	-7%	·	3%	2%
COc1ccc(CCSc2nnc(C3CCCCC3)n2N)cc1	5%	-2%	-10%	7%	12%	-5%	0%	6%	1%	-4%	3%
C/C(Nc1cccc(F)c1)=C(/C#N)C(N)=O	1%	-1%	5%	3%	2%	-3%	13%	-6%	-4%	1%	4%

From PubChem

A portion of the library; count on the stated rates, not on these rows.
